Source: PubChem BioAssay
CHRM4 PAM = positive allosteric modulators of human muscarinic M4 receptor; P08173; CHO-K1 hM4/Gqi5, Fluo-8 calcium fluorescence, ACh EC20; 0% = ACh EC20, 100% = maximal ACh; activation, % at 3 µM; 360,000 compounds, 0.4% hits; AID 624126;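 active = activation above its plate's cutoff, the mean activation of sample wells plus 3 SD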; also: some results filed as inactive read as strong as hits
M5 ag = CHRM5 agonism in calcium assay; activation, % at 3 µM; 360,000 compounds, 0.19% hits; CHO-K1 hM5 cells, Fluo-8 calcium fluorescence; 0% DMSO wells, 100% maximal acetylcholine response; P08912;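 active = activation above the run's mean over test compounds plus 3 SD, cut at about 23% in these data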;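 also: signal is peak over basal fluorescence ratio across the kinetic read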
Target sequence (P08912 whole entry, looked up): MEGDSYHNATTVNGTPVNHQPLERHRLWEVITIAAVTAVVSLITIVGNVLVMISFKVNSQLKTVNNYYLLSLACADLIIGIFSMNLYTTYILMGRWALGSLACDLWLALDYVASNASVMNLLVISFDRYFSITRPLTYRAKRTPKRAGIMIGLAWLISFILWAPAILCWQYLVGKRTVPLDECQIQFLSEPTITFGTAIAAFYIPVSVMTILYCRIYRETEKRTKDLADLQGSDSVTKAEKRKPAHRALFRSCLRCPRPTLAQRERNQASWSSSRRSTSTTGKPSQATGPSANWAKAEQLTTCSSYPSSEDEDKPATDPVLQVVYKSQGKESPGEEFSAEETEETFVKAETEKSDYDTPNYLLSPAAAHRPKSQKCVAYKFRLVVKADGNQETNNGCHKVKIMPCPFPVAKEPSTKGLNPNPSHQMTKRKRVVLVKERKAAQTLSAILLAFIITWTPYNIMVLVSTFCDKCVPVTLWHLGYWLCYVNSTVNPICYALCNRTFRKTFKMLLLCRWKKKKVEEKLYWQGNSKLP
M5 antag = antagonists of human muscarinic M5 receptor (CHRM5) | CHO-hM5 cells, Fluo-8 calcium fluorescence, ACh EC80 | AID 624040 | inhibition, % at 3 µM | P08912 | 360,000 compounds, 0.59% hits;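 active = inhibition above a per-plate cutoff, the mean of that plate's test compounds plus 3 SD, cut at about 27% in these data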;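 also: 0% = acetylcholine EC80 with DMSO and 100% = DMSO without agonist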
M4 ag = agonists of human muscarinic M4 receptor (CHRM4). P08173. CHO-K1 hM4/Gqi5, Fluo-8 calcium fluorescence; vehicle 0%, full acetylcholine response 100%. activation, % at 3 µM. 360,000 compounds, 0.14% hits. AID 624127;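 active = activation above the run mean over all test wells plus 3 SD, cut at about 32% in these data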;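 also: peak over basal fluorescence ratio per well then scaled between controls; 0% = DMSO wells and 100% = acetylcholine at EC100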
M5 PAM = potentiates acetylcholine response at human M5 receptor | P08912 | CHO-K1 hM5, Fluo-8 calcium, ACh EC20 PAM; 0% = ACh EC20, 100% = ACh EC100 | activation, % at 3 µM | 360,000 compounds, 0.3% hits;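 active = activation above the run cutoff, the mean activation of all test compounds plus 3 SD, cut at about 18% in these data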
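Probe or stimulus: acetylcholine, EC20 level; Assay system: human M5 receptor in CHO-K1 cells; Schedule: compound preincubation 140 s before EC20 acetylcholine addition; Technique: intracellular calcium via Fluo-8 fluorescence; Dosing: single-point, 3 µM nominal; Read-out basis: percent activation from peak-over-basal fluorescence ratio, scaled EC20-to-EC100 acetylcholine; Repeats: one well per compound, no replicates.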
CRFR2-BP ag = CRF-BP/CRF-R2 complex agonism. AID 588473. HEK293 CRF-R2/CRF-BP, calcium dye fluorescence (FLIPR); percent of saturating CRF peptide response. activation, % at 13.2 µM. 350,000 compounds, 0.46% hits;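 active = activation of at least 50%, plus an integration ratio under a set limit after plate pattern correction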;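 also: plate controls were neutral control wells without compound for no effect and CRF at EC100 for full effect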
M4 antag = blocks acetylcholine activation of human M4 receptor. P08173. CHO-hM4 cells, ACh EC80, Fluo-8 calcium fluorescence. inhibition, % at 3 µM. 360,000 compounds, 0.73% hits. AID 624125;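 active = inhibition above its plate's cutoff, the mean inhibition of sample wells plus 3 SD, cut at about 27% in these data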;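 also: 0% = acetylcholine EC80 with DMSO and 100% = DMSO without agonist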
CRFR2-BP antag = antagonists of CRF-binding protein/CRF-R2 receptor complex. inhibition, % at 11.8 µM. HEK293 CRF-R2/CRF-BP, CRF-induced calcium fluorescence. AID 588475. 350,000 compounds, 0.59% hits;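 active = inhibition of the ligand-induced calcium signal above about 50% at the single tested concentration, limit read from the data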
CHRM1 PAM = potentiates human M1 receptor response to acetylcholine. P11229. CHO-K1 hM1, Fluo-8 calcium fluorescence, ACh EC20; 0% = ACh EC20, 100% = maximal ACh. activation, % at 3 µM. 360,000 compounds, 0.088% hits. AID 588819; in the data active = activation above about 19%, passing the limit was not always enough
Target sequence (P11229 whole entry, looked up): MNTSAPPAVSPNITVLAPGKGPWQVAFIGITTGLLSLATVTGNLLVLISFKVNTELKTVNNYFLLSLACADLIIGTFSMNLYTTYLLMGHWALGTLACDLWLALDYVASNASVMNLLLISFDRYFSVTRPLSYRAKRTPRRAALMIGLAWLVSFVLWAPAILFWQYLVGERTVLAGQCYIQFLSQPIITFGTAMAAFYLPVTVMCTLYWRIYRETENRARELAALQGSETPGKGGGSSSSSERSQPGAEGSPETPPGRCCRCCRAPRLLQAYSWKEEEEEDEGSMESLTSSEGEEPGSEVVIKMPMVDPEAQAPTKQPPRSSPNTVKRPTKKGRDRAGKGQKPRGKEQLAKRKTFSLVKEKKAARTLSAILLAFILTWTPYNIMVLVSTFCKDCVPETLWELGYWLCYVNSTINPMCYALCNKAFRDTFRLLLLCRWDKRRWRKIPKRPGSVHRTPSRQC
* marks the source's active call; other numbers are inactive results. A portion of the library (hit frequency here may not be typical).

For COc1cccc(-n2c(CN3CCN(C)CC3)nc3ccc([N+](=O)[O-])cc3c2=O)c1 the results were CHRM4 PAM 7.2, M5 ag -0.3, M5 antag 0.3, M4 ag 3.8, M5 PAM -3.1, CRFR2-BP ag -1.7, M4 antag -11.5, CRFR2-BP antag -10.8 and CHRM1 PAM -0.5.
Cc1cc(OCC(=O)N2CCCN(C)CC2)ccc1Cl was read as CHRM4 PAM 5.2, M5 ag -6.6, M5 antag -14.9, M4 ag 1.5, M5 PAM 4.7, CRFR2-BP ag 0.3, M4 antag -15.9, CRFR2-BP antag 4.8 and CHRM1 PAM 0.2.
Screening CC[n+]1c(/C=C/C=C/c2ccc(N(C)C)cc2)sc2ccccc21 returned CHRM4 PAM -14.0, M5 ag -2.0, M5 antag 50.6*, M4 ag 23.4, M5 PAM -29.6, CRFR2-BP ag -0.7, M4 antag 55.4*, CRFR2-BP antag 18.3 and CHRM1 PAM -22.5.
COc1ccc(C(C)=O)cc1CC(C(=O)c1ccc(C)c(C)c1)N(C)C (stereo not given) was read as CHRM4 PAM 8.2, M5 ag -6.7, M5 antag -0.1, M4 ag 0.9, M5 PAM -0.1, CRFR2-BP ag -0.1, M4 antag -10.1, CRFR2-BP antag -8.9 and CHRM1 PAM -3.3.
Cc1cc(Br)c(NC(=O)CN2CC=C(c3ccccc3)CC2)c(Br)c1 was read as CHRM4 PAM -10.6, M5 ag -8.6, M5 antag -2.9, M4 ag -0.7, M5 PAM -4.2, CRFR2-BP ag 1.0, M4 antag 5.4, CRFR2-BP antag 15.0 and CHRM1 PAM -25.6.
CC(Cc1ccsc1)NCc1cn[nH]c1-c1ccc(F)cc1F (stereo not given) was read as CHRM4 PAM -9.1, M5 ag -4.8, M5 antag -2.1, M4 ag 4.8, M5 PAM -2.0, CRFR2-BP ag 3.1, M4 antag -3.6, CRFR2-BP antag -12.8 and CHRM1 PAM -7.5.
`O=C1CN=C(c2ccccc2)c2cc(Cl)ccc2N1` gave CHRM4 PAM -0.3, M5 ag 0.2, M5 antag -1.4, M4 ag 0.4, M5 PAM -1.5, CRFR2-BP ag -1.3, M4 antag -2.0, CRFR2-BP antag -1.9 and CHRM1 PAM 11.7.
CC(C)=CCSc1nnc([C@@H](N)Cc2c[nH]c3ccccc23)o1 was read as CHRM4 PAM 2.9, M5 ag 2.7, M5 antag 7.8, M4 ag 2.6, M5 PAM -5.0, CRFR2-BP ag 1.3, M4 antag -2.6, CRFR2-BP antag -7.9 and CHRM1 PAM 0.7.
Screening Cc1cccc(NP2(=O)NCCCN2)c1 returned CHRM4 PAM 1.9, M5 ag 5.5, M5 antag 0.3, M4 ag 0.7, M5 PAM 6.3, CRFR2-BP ag 0.4, M4 antag -5.7, CRFR2-BP antag -3.1 and CHRM1 PAM 0.8.
Screening CN1CCN(c2ccc([N+](=O)[O-])c(NCc3ccco3)c2)CC1 returned CHRM4 PAM -1.7, M5 ag -5.9, M5 antag -3.4, M4 ag 0.7, M5 PAM -1.9, CRFR2-BP ag 0.0, M4 antag 10.3, CRFR2-BP antag 24.9 and CHRM1 PAM 5.0.
For COC(=O)C1=C(c2cccc(Cl)c2)C[C@@H]2CC[C@H]1N2C(=O)NCC1CC1 the results were CHRM4 PAM 2.4, M5 ag -11.3, M5 antag 11.7, M4 ag -0.2, M5 PAM -5.5, CRFR2-BP ag -5.7, M4 antag 1.4, CRFR2-BP antag 3.1 and CHRM1 PAM 15.5.
COc1ccccc1/C=C1/C(=N/O)C2CCN1CC2 was read as CHRM4 PAM -2.1, M5 ag -6.3, M5 antag -3.9, M4 ag 0.3, M5 PAM -4.4, CRFR2-BP ag 0.2, M4 antag -9.1, CRFR2-BP antag 12.7 and CHRM1 PAM -6.0.
OC(CCNCCc1c[nH]c2ccccc12)C(F)(F)F (stereo not given) was read as CHRM4 PAM -2.2, M5 ag -1.6, M5 antag 10.6, M4 ag 1.5, M5 PAM 1.2, CRFR2-BP ag 3.4, M4 antag 1.8, CRFR2-BP antag -2.2 and CHRM1 PAM 6.5.
CCCC(C)n1[nH]c(=O)c2c1NC(=O)CSC2c1ccccc1 (stereo not given) was read as CHRM4 PAM -3.7, M5 ag -3.3, M5 antag 3.0, M4 ag -0.6, M5 PAM 7.3, CRFR2-BP ag 0.2, M4 antag 23.0, CRFR2-BP antag -3.8 and CHRM1 PAM -4.1.
`CC(=O)N1CN2CN(C(C)=O)CC(C(=O)c3ccc([N+](=O)[O-])cc3)(C2)C1` gave CHRM4 PAM 0.4, M5 ag 1.6, M5 antag -14.4, M4 ag 1.4, M5 PAM 3.5, CRFR2-BP ag -1.1, M4 antag 0.8, CRFR2-BP antag 7.0 and CHRM1 PAM 5.4.
Screening Cc1cccc(CN2CCN(c3ccc(Cl)cc3)CC2)c1 returned CHRM4 PAM -8.8, M5 ag -3.4, M5 antag -2.8, M4 ag -1.3, M5 PAM -3.6, CRFR2-BP ag 2.8, M4 antag 4.0, CRFR2-BP antag 2.6 and CHRM1 PAM -2.5.
Screening CCOc1ccc2nc(N=Nc3c(O)[nH]c(=O)[nH]c3=O)sc2c1 returned CHRM4 PAM 12.9, M5 ag -2.5, M5 antag 8.8, M4 ag 0.2, M5 PAM -0.3, CRFR2-BP ag -2.9, M4 antag -6.3, CRFR2-BP antag 11.0 and CHRM1 PAM 6.1.
Cc1ccc(NC(=O)c2cc(-c3ccccc3)n(CCCN3CCOCC3)c2C)cc1 was read as CHRM4 PAM 0.6, M5 ag -4.7, M5 antag 9.3, M4 ag 0.3, M5 PAM -4.2, CRFR2-BP ag -0.4, M4 antag 3.1, CRFR2-BP antag 6.1 and CHRM1 PAM 0.0.
For CC(=O)N1CC(=O)Nc2ccc(Cl)cc2C1c1ccc(F)cc1 (stereo not given) the results were CHRM4 PAM -11.1, M5 ag 3.4, M5 antag 6.5, M4 ag 0.4, M5 PAM -5.4, CRFR2-BP ag -2.4, M4 antag 7.6, CRFR2-BP antag -25.8 and CHRM1 PAM 5.2.
COc1ccc(CC2(CCc3ccccn3)C(=O)NC(=O)N(c3ccccc3C)C2=O)cc1OC (stereo not given) was read as CHRM4 PAM -1.8, M5 ag 1.9, M5 antag 4.6, M4 ag 0.7, M5 PAM -1.2, CRFR2-BP ag 0.4, M4 antag 2.7, CRFR2-BP antag 7.6 and CHRM1 PAM 7.5.
Screening Clc1cccc(Cl)c1CN1CCN(c2ccccc2)CC1 returned CHRM4 PAM 7.5, M5 ag -2.4, M5 antag 1.5, M4 ag -1.4, M5 PAM 0.4, CRFR2-BP ag -0.4, M4 antag 0.5, CRFR2-BP antag -2.0 and CHRM1 PAM 5.1.
For Cc1ccc(CS(=O)(=O)Cc2ccc(C(=O)N3CCC4(CC3)OCCO4)o2)cc1 the results were CHRM4 PAM -4.2, M5 ag 3.1, M5 antag 3.9, M4 ag 0.8, M5 PAM -3.6, CRFR2-BP ag 0.0, M4 antag -0.3, CRFR2-BP antag -6.9 and CHRM1 PAM -1.2.
`CCCCNS(=O)(=O)c1ccc(OCC(=O)N2CCN(Cc3ccc4c(c3)OCO4)CC2)cc1` gave CHRM4 PAM -8.2, M5 ag 3.4, M5 antag 21.1, M4 ag 15.8, M5 PAM -11.5, CRFR2-BP ag -0.3, M4 antag 5.5, CRFR2-BP antag 16.3 and CHRM1 PAM -7.5.
Cc1ccc(-c2cc(-c3ccccc3)cc(-c3ccccc3)[n+]2-c2ccc(C(=O)O)cc2)cc1 was read as CHRM4 PAM 24.8*, M5 ag 1.0, M5 antag 4.5, M4 ag 1.5, M5 PAM -0.9, CRFR2-BP ag 0.4, M4 antag 17.3, CRFR2-BP antag 4.2 and CHRM1 PAM 14.8.
`Cc1ccc(CN(Cc2ccccc2)C(=S)NCC(=O)N2CCC3(CC2)OCCO3)o1` gave CHRM4 PAM -4.5, M5 ag -5.5, M5 antag 10.4, M4 ag 0.1, M5 PAM 3.1, CRFR2-BP ag -0.8, M4 antag 1.1, CRFR2-BP antag 15.0 and CHRM1 PAM 7.4.
`O=C(Cc1ccccc1)OCC(=O)N1CCN(S(=O)(=O)c2ccc(Cl)cc2)CC1` gave CHRM4 PAM 4.8, M5 ag 3.9, M5 antag 1.7, M4 ag 4.1, M5 PAM -2.8, CRFR2-BP ag -3.1, M4 antag -14.4, CRFR2-BP antag -7.6 and CHRM1 PAM 0.8.
O=[N+]([O-])c1ccc(N2CCOCC2)c2cccnc12 was read as CHRM4 PAM 5.7, M5 ag 0.6, M5 antag 10.2, M4 ag 1.9, M5 PAM 2.1, CRFR2-BP ag -1.0, M4 antag 0.2, CRFR2-BP antag 0.5 and CHRM1 PAM 10.7.
`CC(C(=O)O)N(C(=O)c1ccccc1)c1ccc(F)c(Cl)c1` (stereo not given) gave CHRM4 PAM 2.8, M5 ag 0.6, M5 antag -5.1, M4 ag 1.6, M5 PAM 3.5, CRFR2-BP ag -0.6, M4 antag -7.8, CRFR2-BP antag 10.3 and CHRM1 PAM 10.1.
CCN1CCN(c2cc(N3CCCC3)c(F)cc2[N+](=O)[O-])CC1 was read as CHRM4 PAM 20.9, M5 ag -4.8, M5 antag -5.1, M4 ag 3.4, M5 PAM 5.4, CRFR2-BP ag -1.2, M4 antag -16.7, CRFR2-BP antag -12.6 and CHRM1 PAM 4.1.
For C=CCn1c(O)c(C(CC)=NCCc2c[nH]c3ccccc23)c(=O)[nH]c1=O the results were CHRM4 PAM -16.8, M5 ag 2.1, M5 antag 7.1, M4 ag 12.7, M5 PAM -7.8, CRFR2-BP ag 0.1, M4 antag -0.5, CRFR2-BP antag -30.7 and CHRM1 PAM -11.4.
`CCCc1cc(=O)oc2cc(OCC(=O)N3C[C@H]4C[C@@H](C3)c3cccc(=O)n3C4)ccc12` gave CHRM4 PAM -1.7, M5 ag -3.0, M5 antag 3.5, M4 ag 1.9, M5 PAM -2.0, CRFR2-BP ag 20.4, M4 antag -25.1, CRFR2-BP antag 5.5 and CHRM1 PAM 4.2.
COc1ccc(-n2nnnc2C(c2ccccc2OC(F)(F)F)N2CCC3(CC2)C(=O)NCN3c2ccccc2)cc1 (stereo not given) was read as CHRM4 PAM 0.1, M5 ag 4.8, M5 antag -11.1, M4 ag 0.8, M5 PAM 0.6, M4 antag -15.1 and CHRM1 PAM 7.2.
`CC(=O)OC1C(O)C2=C3C4(C)C1C(C)(C)C(=O)CC4C3(O)C(OC(C)=O)C1(CC1C)C2=O` (stereo not given) gave CHRM4 PAM 0.9, M5 ag 2.9, M5 antag -5.8, M4 ag 0.8, M5 PAM 2.5 and M4 antag -4.0.
For COc1cc(CN=Cc2c(O)n(C(C)(C)C)c(=O)[nH]c2=O)cc(OC)c1 the results were CHRM4 PAM -9.3, M5 ag 1.7, M5 antag 10.0, M4 ag 8.5, M5 PAM -8.6, CRFR2-BP ag -1.0, M4 antag -5.6, CRFR2-BP antag -21.1 and CHRM1 PAM 2.3.
